Compound activity from PubChem.
CHO-K1 Ca antag – M1 antagonist counterscreen hit in parental CHO-K1 cells | ATP-induced calcium, Fluo-8 fluorescence | inhibition, % at 3 µM | hit rate 0.6% among 360,000;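 active = inhibition above a per-plate cutoff, the plate's mean sample inhibition plus 3 SD, cut at about 24% in these data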;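 also: 0% = DMSO plus EC80 ATP and 100% = DMSO alone without ATP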
M1 PAM – positive allosteric modulators of human M1 muscarinic receptor | P11229 | CHO-K1 hM1, Fluo-8 calcium fluorescence, ACh EC20; 0% = ACh EC20, 100% = maximal ACh | activation, % at 3 µM | hit rate 0.088% among 360,000; in the data active = activation above about 19%, passing the limit was not always enough
Target sequence (P11229 whole entry, looked up): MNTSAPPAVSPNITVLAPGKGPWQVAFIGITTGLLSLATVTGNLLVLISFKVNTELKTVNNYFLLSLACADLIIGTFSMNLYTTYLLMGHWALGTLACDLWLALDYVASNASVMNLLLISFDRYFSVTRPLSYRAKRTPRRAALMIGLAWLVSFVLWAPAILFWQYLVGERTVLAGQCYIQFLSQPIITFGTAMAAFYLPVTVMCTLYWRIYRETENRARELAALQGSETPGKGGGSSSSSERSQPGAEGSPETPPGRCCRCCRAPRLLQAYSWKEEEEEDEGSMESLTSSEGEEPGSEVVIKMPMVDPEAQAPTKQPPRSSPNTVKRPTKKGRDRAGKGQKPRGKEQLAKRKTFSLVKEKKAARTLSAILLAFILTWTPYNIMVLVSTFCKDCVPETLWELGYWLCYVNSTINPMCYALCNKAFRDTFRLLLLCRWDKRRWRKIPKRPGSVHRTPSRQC
M1 antag – blocks human M1 muscarinic receptor | CHO-K1 hM1, Fluo-8 calcium fluorescence, ACh EC80 antagonist | inhibition, % at 3 µM | hit rate 1.3% among 360,000;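 active = percent inhibition above its own plate's cutoff, namely the mean of that plate's compound wells plus 3 SD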;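 also: peak over basal fluorescence ratio during 140 s after agonist addition; 0% = ACh EC80 plus DMSO and 100% = DMSO alone without agonist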
M1 PAM parental – nonselective activator or artifact in parental CHO-K1 calcium assay | ATP EC20, Fluo-8 calcium fluorescence; 0% at ATP EC20, 100% at ATP max | activation, % at 3 µM | hit rate 0.02% among 360,000 | AID 602247;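 active = activation above the run cutoff, the mean activation of all test compounds plus 3 SD, cut at about 40% in these data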;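 also: peak over basal fluorescence ratio in a 140 s read after ATP addition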
M1 ag parental – nonselective activator or artifact in parental CHO-K1 cells. Fluo-8 calcium fluorescence; scaled to maximal ATP response, vehicle zero. activation, % at 3 µM. hit rate 0.48% among 360,000. AID 602248; in the data active = activation above about 15%;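 also: untransfected CHO-K1 host cells lacking M1 receptor as counterscreen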
TAAR1 ag – human TAAR1 agonism. Q96RJ0. CHO RD-HGA16 TAAR1, Fluo-8 calcium fluorescence; vehicle wells 0%, saturating PEA agonist 100%. activation, % at 3 µM. hit rate 0.99% among 360,000;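 active = activation above the mean activation of all test compounds in the run plus 3 SD, cut at about 38% in these data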
Target sequence (Q96RJ0 whole entry, looked up): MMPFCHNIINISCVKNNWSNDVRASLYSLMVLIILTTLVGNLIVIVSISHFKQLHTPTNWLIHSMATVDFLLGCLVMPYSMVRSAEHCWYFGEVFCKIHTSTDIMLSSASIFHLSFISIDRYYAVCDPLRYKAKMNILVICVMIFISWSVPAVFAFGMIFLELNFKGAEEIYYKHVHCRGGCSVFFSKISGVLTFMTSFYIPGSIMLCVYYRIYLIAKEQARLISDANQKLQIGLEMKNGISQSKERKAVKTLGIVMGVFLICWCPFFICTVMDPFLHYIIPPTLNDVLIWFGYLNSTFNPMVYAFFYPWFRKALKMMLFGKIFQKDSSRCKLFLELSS
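Test system: RD-HGA16 (CHO) cells co-expressing Gα16 and hTAAR1; dosing: one-point dosing at 3 µM (nominal); timing: 17-24 h seeding, 75 min 37 °C dye, 30 min RT; signal: kinetic Fluo-8 calcium fluorescence; read-out basis: % activation relative to PEA EC100 response; controls: DMSO and PEA EC100; replicates: n 1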
M1 ag – human M1 muscarinic receptor agonism; P11229; CHO-K1 hM1, Fluo-8 calcium fluorescence, agonist mode; 0% DMSO, 100% acetylcholine EC100; activation, % at 3 µM; hit rate 0.33% among 360,000; AID 588814;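 active = activation above the run's mean compound activation plus 3 SD, cut at about 16% in these data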;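 also: peak over basal fluorescence ratio within a 140 s kinetic read after compound addition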
TAAR1 antag – human TAAR1 antagonism; CHO RD-HGA16 TAAR1, Fluo-8 calcium fluorescence, antagonist; inhibition, % at 3 µM; hit rate 1.5% among 360,000; AID 624466;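 active = inhibition above a per-plate cutoff, the mean inhibition of test compounds on that plate plus 3 SD, cut at about 49% in these data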;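 also: 0% = DMSO plus EC80 beta-PEA response and 100% = DMSO alone without agonist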
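Test system – hTAAR1-expressing CHO RD-HGA16 cells, Gα16-coupled · Reagent – β-PEA at EC80 concentration, post-compound challenge · Compound dosing – 3 µM, single point · Timing – 140 s kinetic read after compound, 140 s after agonist · Detection – Fluo-8 intracellular calcium dye fluorescence, real-time kinetic reads · Control set – DMSO and EC80 PEA controls · Repeats – n of 1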
CHO parental Ca – counter-screen for OX1R antagonists: effect in parental CHO cells | parental CHO-K1, ATP-induced calcium, Fluo-8 fluorescence | inhibition, % at 5.6 µM | hit rate 0.63% among 330,000 | AID 463079;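 active = inhibition above that plate's mean sample inhibition plus 3 SD, cut at about 26% in these data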;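 also: 0% = ATP-challenged DMSO wells and 100% = DMSO wells without ATP; some compounds past the cut are filed as inactive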
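Assay system: untransfected parental CHO cell line. Also added: ATP agonist challenge. Dosing: one dose, 5.6 µM nominal. Measured by: Fluo-8 fluorescence. Read-out: % inhibition. Benchmarks: ATP wells versus no-ATP DMSO wells. Repeats: no replicates.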
* marks the source's active call; other numbers are inactive results; · = not tested or not shown.

SMILES	CHO-K1 Ca antag	M1 PAM	M1 antag	M1 PAM parental	M1 ag parental	TAAR1 ag	M1 ag	TAAR1 antag	CHO parental Ca
COc1ccc(N2CCN(C(=O)CCNS(=O)(=O)c3ccc(C)cc3)CC2)cc1	1	14	-24	16	0.9	-2	1	-24	-19
O=C(NCc1cccs1)C(=O)NCC1OCCCN1S(=O)(=O)c1ccccc1 (stereo unspecified)	-7	-3	10	17	0.6	6	-7	2	-1
COc1ccc(-c2cc(NC=O)c3ncc(-c4cccc(C(=O)NCCN(C)C)c4)n3c2)cn1	-12	4	-16	7	-0.1	3	-8	-2	·
O=C(Nc1ccncc1)Nc1ccc(Cl)cc1Cl	12	11	-13	-13	1.6	12	0	-36	·
CN1C[C@@H]2[C@@H]3C(=O)N(C)C(=O)[C@@H]3[C@](Cc3ccccc3)(C1=O)N2C(=O)c1ccc(F)cc1	-7	6	-4	15	1.5	8	-2	-2	·
CCOC(=O)CC1C(=O)NCCN1S(=O)(=O)c1ccc(F)cc1 (stereo unspecified)	1	10	-11	10	0.1	1	-5	12	-8
CSCc1c(C(=O)NCCc2ccccn2)oc2ccccc12	-10	6	-3	17	4.8	4	-6	-21	-11
O=C(c1ccc2c(c1)OCO2)N1CCN(c2ccccc2)CC1	-13	2	-6	21	1.1	5	-3	-6	-8
CCOC(=O)CN1NC2(CCCCC2)NC1=S	-2	4	-14	3	0.0	6	-1	8	4
CCc1ccc(-c2cc(C)no2)cc1S(=O)(=O)N1CCCN(Cc2ccc(F)cc2)C1	-9	-7	2	33	0.4	-1	-4	-35	-16
Nc1ncnc2c1ncn2[C@@H]1O[C@H](C(=O)NCC(F)(F)F)[C@@H](O)[C@H]1O	-9	0	-26	12	0.2	1	-3	-3	·
COc1ccc(S(=O)(=O)N/N=C\c2ccccc2F)cc1	4	14	-8	11	0.1	5	5	-19	12

Part of the list above, as a markdown table:
| smiles | CHO-K1 Ca antag | M1 PAM | M1 antag | M1 PAM parental | M1 ag parental | TAAR1 ag | M1 ag | TAAR1 antag | CHO parental Ca |
| --- | --- | --- | --- | --- | --- | --- | --- | --- | --- |
| O=C(c1ccc2c(c1)OCO2)N1CCN(c2ccccc2)CC1 | -13 | 2 | -6 | 21 | 1.1 | 5 | -3 | -6 | -8 |
| COc1ccc(N2CCN(C(=O)CCNS(=O)(=O)c3ccc(C)cc3)CC2)cc1 | 1 | 14 | -24 | 16 | 0.9 | -2 | 1 | -24 | -19 |
| Nc1ncnc2c1ncn2[C@@H]1O[C@H](C(=O)NCC(F)(F)F)[C@@H](O)[C@H]1O | -9 | 0 | -26 | 12 | 0.2 | 1 | -3 | -3 | · |
| COc1ccc(-c2cc(NC=O)c3ncc(-c4cccc(C(=O)NCCN(C)C)c4)n3c2)cn1 | -12 | 4 | -16 | 7 | -0.1 | 3 | -8 | -2 | · |
| CN1C[C@@H]2[C@@H]3C(=O)N(C)C(=O)[C@@H]3[C@](Cc3ccccc3)(C1=O)N2C(=O)c1ccc(F)cc1 | -7 | 6 | -4 | 15 | 1.5 | 8 | -2 | -2 | · |

(more compounds)
SMILES	CHO-K1 Ca antag	M1 PAM	M1 antag	M1 PAM parental	M1 ag parental	TAAR1 ag	M1 ag	TAAR1 antag	CHO parental Ca
CCCCC1CC2=C(C(=O)OC(C)(C)O2)C(c2ccc(Cl)cc2)O1 (stereo unspecified)	-16	-16	-4	4	-0.4	-2	-6	-16	·
CC(=O)Nc1cc2oc3ccccc3c2cc1[N+](=O)[O-]	-5	3	-7	19	0.6	0	-2	-8	·
Cc1cc(C)c(Cn2c3ccccc3c3cnn(CC(=O)NCc4ccccn4)c(=O)c32)c(C)c1	-2	-6	12	6	4.1	7	-3	-11	-4
Cc1cc(=O)oc2cc(OCC(=O)OCC(=O)NC(=O)NC(C)C)ccc12	10	-4	11	-18	0.2	7	-2	14	-5
CN(C)C(=O)CSc1cccc2cccnc12	-4	-6	15	0	0.2	7	-2	8	32
CCn1cc(CN2CCC(C(=O)Nc3cccc(-c4cccc(Cl)c4)c3)CC2)c(C)n1	-6	-8	10	17	7.0	20	-4	3	-13
O=C(CCNS(=O)(=O)c1ccc(Br)s1)NCc1ccc(F)cc1	29*	-5	6	-16	-0.4	4	-5	-24	-16
Cn1c(SCC2CCCO2)nnc1-c1ccncc1 (stereo unspecified)	-15	3	0	18	0.5	4	-2	-14	-9
Cc1cccc(OCc2nnc(SCC(=O)NCc3ccc4c(c3)OCO4)o2)c1	3	8	-27	1	1.4	0	0	-2	·
COC(=O)CCCN1C(=O)c2cccc3cccc(c23)C1=O	-9	6	-15	7	0.6	0	-1	-11	-15
COc1ccc2nc3oc(C(=O)NC4CCN(Cc5ccccc5)CC4)cc3cc2c1	-10	2	-6	12	0.5	9	-7	4	3
O=C(NCCCN1CCOCC1)c1ccc(CS(=O)(=O)c2cccc(C(F)(F)F)c2)o1	5	5	-13	7	-0.2	1	-5	11	-5
Cc1sc2ncnc(NC3CCN(Cc4ccccc4)CC3)c2c1C	10	-23	43*	11	11	3	-6	-1	8
O=c1[nH]cc(N(CCO)CCO)c(=O)[nH]1	9	20	-12	-22	-0.9	1	-1	-18	10
CCOCCn1c(C)c(C(=O)OCC)c2cc(O)c3ccccc3c21	-24	0	0	18	-0.5	-1	-7	-15	-23
COc1ccc2cc(CCNC(=O)C3CCCC3)c(=O)[nH]c2c1	-11	6	-8	-1	-0.1	1	3	-4	11
Cc1cc(=O)[nH]c(SCC(=O)Nc2ccc(Cl)cn2)n1	0	10	-3	18	3.8	5	-5	2	4
COc1cc(/C=C/c2ccc3cccc(O)c3n2)cc(Br)c1OC	-1	0	-4	12	-0.2	4	-6	13	3
CCOc1cc(N2CCOCC2)c(OCC)cc1NC(=O)C1=NN(c2cccc(C)c2)C(=O)CC1	10	-10	24	-12	2.9	7	-4	45	-31
COc1cccc(N2C(=NC(=O)CCc3ccccc3)SC3CS(=O)(=O)CC32)c1 (stereo unspecified)	-13	2	-5	4	1.1	3	-4	-26	-5
CC1CC(C)CN(S(=O)(=O)c2ccc(F)c(C(=O)NC3CCCCC3C)c2)C1 (stereo unspecified)	-4	6	-12	-11	0.0	-1	-3	-4	·
CC(C)C(=O)NC(=S)N1CCc2ccccc21	-1	6	-8	19	0.3	2	-7	-9	-12
COc1cc(NC(=O)c2ccno2)cc(C(=O)Nc2cccc(C(F)(F)F)c2)c1	12	-21	31*	-14	17*	18	9	38	27
Cc1ccc(-c2cc(C(=O)N(C)Cc3cnn(C)c3C)c3cc(Br)ccc3n2)cc1	18	-14	26	-2	5.9	12	-3	44	-21
CN1CC2([N+](=O)[O-])CC=C(OCCO)C([N+](=O)[O-])(C1)C2 (stereo unspecified)	-17	13	-5	14	0.0	1	-1	-15	-16
COc1ccc(CCNC(=O)c2cc(=O)[nH]c3ccccc23)cc1	-7	2	-6	0	0.7	-2	-1	-7	-8
CCN1C(=O)c2cccc3c(NC(=O)c4ccccc4)ccc1c23	-2	2	-5	9	1.0	6	-2	5	5
CCOC(=O)c1ccc(N2C(=O)C3CC=CCC3C2=O)cc1 (stereo unspecified)	-1	9	-10	17	0.6	2	-5	-10	-9
Cc1cccc(C(=O)N/C(=C\c2ccco2)C(=O)N2CCCCCC2)c1	-10	13	-14	24	1.6	-3	-4	1	-18
NC(=O)c1ccc(SCC(=O)OCC(=O)NCc2cccs2)c([N+](=O)[O-])c1	3	6	1	-2	1.7	10	-3	-16	-21
O=C(NCc1ccco1)c1cc2sccc2n1Cc1ccccc1	-13	0	-5	13	1.0	8	-6	11	-25
COc1ccc(S(=O)(=O)NCC(c2ccc3c(c2)OCO3)N2CCN(c3ccccc3)CC2)cc1 (stereo unspecified)	-4	13	-17	1	0.3	2	-2	-13	-21
C/C(=N\NC(=O)c1ccc(Cl)c(Cl)c1)c1ccccn1	-16	8	-9	-5	1.3	-2	-2	34	·
CC(=O)c1c(C)n([O-])c2cc(C)ccc2[n+]1=O	1	4	-7	8	0.1	-3	-3	-7	-5
COc1ccc(NC(=S)N2CCC(c3ccccc3)C2)cc1 (stereo unspecified)	9	-4	10	-8	-0.1	1	-4	-3	-4
O=C(Nc1ncc(Cc2ccccc2)s1)c1cccs1	-9	0	-2	6	-0.4	16	-4	-10	-6
COc1ccc(Cl)cc1NC(=O)C(C)Sc1nncn1C (stereo unspecified)	-14	4	-10	20	0.1	9	-4	-10	-4
O=S(=O)(c1cc(Cl)ccc1Cl)N1CC2CCCN2c2ccc(C(F)(F)F)cc21 (stereo unspecified)	8	-6	16	7	0.1	-2	-6	-5	-30
O=C1S/C(=C\c2ccccn2)C(=O)N1Cc1ccccc1F	-5	7	-12	13	0.3	6	-7	0	1
O=C(O)CCCn1cc(NC(=O)COc2ccc(F)cc2)cn1	6	-1	0	-18	0.0	0	-1	19	-4
CCOC(=O)c1[nH]c(C)c(C(=O)NCC2CCCO2)c1C (stereo unspecified)	-7	8	-8	13	0.7	3	-3	-15	12
Cc1cc(C)n(-c2nc3c(c(=O)[nH]c(=O)n3C)n2C(C)C)n1	-5	5	2	19	-0.1	7	-2	-21	-6
Cc1ccc(NC(=O)CC(=O)Nc2ccc(C)cc2C)c(C)c1	-5	8	-12	8	8.5	6	-2	-13	-5
O=C(CC1SC(=NCC2CCCO2)NC1=O)Nc1cccc2ccccc12 (stereo unspecified)	-5	2	-6	12	-0.3	6	1	6	5
O=C(COC(=O)CNC(=O)c1cc(Cl)cc([N+](=O)[O-])c1)NC(=O)NCc1ccco1	4	4	2	-14	0.0	0	0	7	-12
COc1ccc(-n2c(=O)c3c4c(sc3n(CC(=O)NC3CCCC3)c2=O)CCCC4)c(OC)c1	-7	13	-10	-5	0.0	2	1	-19	-13
C/C(=N\NC(=O)c1ccc(N)cc1)C1CC1	-4	1	8	-7	0.1	4	0	-20	-16
CC(=O)Nc1ccc2c(c1)nc(CCNC(=O)c1ccccc1)n2C	1	5	-10	7	0.6	8	-3	1	-3
CC1=Nc2cccc([N+](=O)[O-])c2NC(=O)C1	-7	4	3	15	0.9	7	0	14	·
Cc1cccc(C(=O)OC(C)CN2CCOCC2)c1 (stereo unspecified)	-7	9	-16	9	0.1	0	-8	-16	-6
CCOC(=O)c1sc(NC(C)=O)c(C(=O)OCC)c1C	-6	10	-7	21	0.5	0	-3	11	-5
CCN(C(=O)COC(=O)CNS(=O)(=O)c1ccc2ccccc2c1)C1CCCCC1	-3	6	-20	6	2.7	4	-2	-20	-19
Cc1ccc2c(c1)c(N=NC(N)=S)c(O)n2Cc1ccccc1	-8	4	1	27	1.1	2	-7	3	-4
O=C(Nc1cccc(C(F)(F)F)c1)C1CCCN(S(=O)(=O)c2cnc[nH]2)C1 (stereo unspecified)	7	10	0	20	7.0	2	-4	-7	-8
